Bioassay records as filed in PubChem.
NPY2 pot ag – potentiators or agonists of human neuropeptide Y receptor Y2; P49146; cells expressing NPY-Y2, potentiator/agonist read-out; activation, % at 3.6 µM; actives 0.45% (n = 220,000); in the data active means activation above about 27%;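 further: cells stimulated with NPY near EC25 plus isoproterenol at EC100; 0% = vehicle plus submaximal agonist and 100% = vehicle plus saturating agonist; some results beyond the cut were filed as inactive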
BaF3 tox – counter-screen for JAK2V617F inhibitors: parental Ba/F3 viability inhibitors; actives 1.1% (n = 220,000); CellTiter-Glo ATP luminescence; inhibition, % at 5.6 µM; AID 1486;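 active means inhibition above a per-campaign cutoff, the mean inhibition of all tested compounds plus 3 SD, cut at about 27% in these data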;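 further: 0% = DMSO wells and 100% = JAK Inhibitor I control wells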
Ba/F3 V617F tox – lowers viability of Ba/F3 cells expressing EpoR and JAK2V617F | ATP luminescence | inhibition, % at 5.6 µM | actives 1.1% (n = 220,000);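 active means inhibition above the campaign mean plus 3 SD over all tested compounds, cut at about 24% in these data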;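 further: cytokine-independent growth of Ba/F3 cells driven by EpoR plus mutant JAK2; 0% = DMSO-treated cells and 100% = JAK inhibitor I control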
S1P4 agonist – human S1P4 receptor agonism; AID 1509; activation, % at 4.98 µM; actives 0.35% (n = 220,000); S1P4-expressing cell line, agonist reporter assay; O95977; in the data active means activation above about 11%;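 further: 0% = DMSO vehicle and 100% = reference agonist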
Target sequence (O95977 whole entry, looked up): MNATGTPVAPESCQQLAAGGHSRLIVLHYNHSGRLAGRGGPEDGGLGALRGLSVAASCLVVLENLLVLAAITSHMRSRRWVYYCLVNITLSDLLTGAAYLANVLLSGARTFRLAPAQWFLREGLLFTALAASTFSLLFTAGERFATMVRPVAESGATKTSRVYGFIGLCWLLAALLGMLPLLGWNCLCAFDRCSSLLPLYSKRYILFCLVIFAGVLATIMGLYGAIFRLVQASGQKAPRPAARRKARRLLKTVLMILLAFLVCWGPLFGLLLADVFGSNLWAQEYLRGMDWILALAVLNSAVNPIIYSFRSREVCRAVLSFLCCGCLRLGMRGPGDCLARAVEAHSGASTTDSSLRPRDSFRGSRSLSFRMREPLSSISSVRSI
MDM2 E3 inh – blocks human Mdm2 ubiquitin ligase activity; cell-based MDM2 ubiquitination luciferase reporter, 2 h; 0 = plate control, 100 = twice control, blank-subtracted; Q00987; signal enhancement, % at 5 µM; actives 0.11% (n = 210,000);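 active means signal enhancement of 30% or more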;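 further: luminescence tracks abundance of the self-degrading MDM2-luciferase fusion protein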
Target sequence (Q00987 whole entry, looked up, the tested form may be a part): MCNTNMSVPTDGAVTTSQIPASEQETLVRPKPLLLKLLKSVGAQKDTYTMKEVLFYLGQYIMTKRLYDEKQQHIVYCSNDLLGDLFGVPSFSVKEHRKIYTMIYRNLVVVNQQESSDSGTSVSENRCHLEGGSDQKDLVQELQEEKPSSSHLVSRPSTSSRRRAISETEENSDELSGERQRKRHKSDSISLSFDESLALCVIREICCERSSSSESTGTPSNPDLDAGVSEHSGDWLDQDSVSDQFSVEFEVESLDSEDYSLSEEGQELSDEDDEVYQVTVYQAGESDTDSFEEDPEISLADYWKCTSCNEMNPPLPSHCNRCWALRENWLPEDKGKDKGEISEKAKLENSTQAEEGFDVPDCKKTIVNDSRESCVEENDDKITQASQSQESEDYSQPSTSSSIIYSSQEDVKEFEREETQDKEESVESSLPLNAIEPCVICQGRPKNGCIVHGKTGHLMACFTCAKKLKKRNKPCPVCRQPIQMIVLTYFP
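test system = mammalian cells stably expressing self-ubiquitinating, self-degrading MDM2 E3–luciferase fusion | quantity = 2000 cells/well | incubation = cell settling 4 h, compound treatment 2 h, both 37 °C | signal = luminescence with SteadyLite reagent, 15 min at room temperature | evaluation = % enhancement relative to plate controls after blank subtraction | benchmarks = plate controls and plate blanks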
PERK inh – blocks human PERK kinase | actives 0.17% (n = 220,000) | CHO PERK-DD fusion, SEAP luminescence translation reporter | inhibition, % at 5.6 µM;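 active means inhibition above the mean inhibition of all tested compounds plus 3 SD, set separately per screening campaign, cut at about 2.9% in these data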;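 further: PERK kinase domain activated by AP20187 dimerizer at 100 nM; 0% = DMSO with dimerizer and 100% = rapamycin at 8.4 µM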
Wee1 degr inh – human Wee1 degradation inhibition, primary screen; P30291; actives 1.2% (n = 220,000); reporter increase, % at 5 µM; AID 1321; HeLa Luc-Wee1K328M stability, luciferase luminescence; 100% = proteasome inhibitor MG132 effect;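 active means activation above the mean of all tested compounds plus 3 SD, set per screening run, cut at about 8.8% in these data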;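 further: cells exposed to compound for 20 h before luminescence read; 0% = DMSO alone and 100% = MG132 at 30 µM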
eIF4E-4G inh – blocks eIF4E binding to eIF4G; inhibition, % at 21.7 µM; P63073+Q04637; TR-FRET eIF4E-eIF4GI(517-606) binding, 2 h; actives 0.37% (n = 220,000);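 active means inhibition above about 30%, limit read from the data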;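 further: 0% = full FRET control wells and 100% = background wells lacking eIF4GI fragment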
S1P4 antagonist – blocks the human S1P4 receptor. O95977. S1P4-expressing cells, antagonist mode, reporter read-out. inhibition, % at 4.98 µM. actives 0.26% (n = 220,000); in the data active means inhibition above about 29%;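 further: 0% = wells stimulated with agonist and 100% = vehicle wells without agonist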
* hit, by the source's call; / = no result given; [ ] = dose if it differs, or a comment.

mol	NPY2 pot ag	BaF3 tox	Ba/F3 V617F tox	S1P4 agonist	MDM2 E3 inh	PERK inh	Wee1 degr inh	eIF4E-4G inh	S1P4 antagonist
CCOC(=O)C1(Cc2ccccc2)CCN(Cc2ccc3c(c2)OCCO3)CC1	-14	7	4	-1.1	-12	-1.4	0	2	-8
COCCCNC(=O)c1oc2ccc(S(=O)(=O)N(C)C3CCCCC3)cc2c1C	-9	5	6	-0.7	-15	-1.3	1	0[fluorescence artefact?]	2
Cc1cccc(N2C(=O)CC(SC(=Nc3ccccc3)Nc3ccccc3)C2=O)c1 (stereo not drawn)	9	2	-2	0.8	-12	0.5	-2	-4	-9
CCOC(=O)c1cccc(NC(=O)CN(c2ccc(C)cc2)S(=O)(=O)c2c(C)noc2C)c1	24	-1	-1	-1.6	6	-0.8	2	0	8
CC(=O)/C(N=Nc1cc(C)ccc1O)=C(\C)O	-4	4	-4	-0.5	0	1.1	1	1	-8
O=C(Nc1cccc(C(F)(F)F)c1)c1cnc2n(c1=O)CCS2	-6	12	2	1.0	-9	1.2	0	1	-1
O=C(CSC1=NCCS1)N1CCOCC1	-9	0	-3	0.4	-6	0.6	-1	-4	1
COc1ccc2c(c1)c(=O)oc1c(C)c(OCc3cc(C(=O)O)oc3C)ccc12	-7	10	0	2.6	-10	0.8	0	12	-7
O=C(/C=C/c1cccc([N+](=O)[O-])c1)NCCN1C(=O)S/C(=C\c2ccc(F)cc2)C1=O	11	7	4	-0.4	-8	0.3	0	0	3
Cc1ccc(-c2nnc3c4ccccc4c(C)nn23)cc1NC(=O)c1ccco1	-1	6	-2	-0.7	/	-0.2	-1	/	-15
O=C(N/N=C/c1ccco1)c1cc(-c2cccc(Br)c2)nc2ccccc12	8	6	-1	1.3	-4	-1.0	2	4[fluorescence artefact?]	1
O=C1CN=C(Nc2ccc(Cl)cc2)N1c1ccccc1	22	6	0	0.5	-13	-0.1	1	-3	-9
CN(C)S(=O)(=O)c1ccc(C(=O)NCc2cccs2)cc1	6	1	0	0.1	-4	0.8	-1	-12	-16
COCCNC(=S)N/N=C(\C)c1cccc([N+](=O)[O-])c1	16	3	-1	1.7	13	1.5	-4	20[fluorescence artefact?]	4
COc1cc(C(=O)NCC(=O)N/N=C(/C)c2cccs2)cc(OC)c1OC	15	0	-4	-2.0	-13	0.9	1	2	-9
Cc1nn(C)cc1CNC(=O)c1cccc(Cl)c1	3	7	-1	-3.9	-11	-0.6	-1	-5	-3
O=C(c1ccco1)N1CCN(c2nc(C(F)(F)F)nc3c2nnn3Cc2ccccc2)CC1	-3	-2	-2	0.3	-11	-0.2	-2	0	-12
COc1ccc(Cl)cc1NC(=O)CNc1ccc(F)cc1C	-3	3	-4	2.1	-15	-0.4	-1	-1	-4
CNC(=O)c1ccccc1F	-7	9	3	2.5	-6	1.3	3	-13	-13
Cn1c(NCCCO)nc2ccccc21	5	3	-1	-0.3	-14	1.3	-1	-2	8
CCNC(=O)N1c2ccccc2Sc2ccccc21	-3	9	1	-1.0	-5	1.1	-1	-2	-3
Cc1cc(C)n2c(SCCC(C)C)nnc2n1	10	4	-5	0.8	-1	0.5	-3	8	-37
CCOC(=O)c1sc2nc3c(SCC(=O)O)cc(C(=O)c4ccccc4O)cn3c(=O)c2c1C	-10	6	3	1.5	-14	0.0	-1	23	-7
CCN(CC(=O)Nc1ccc(NC(C)=O)cc1)CC(=O)Nc1ccccc1C(=O)c1ccccc1	5	3	1	1.0	13	1.3	0	2	-15
Cc1ccc(CNC(=O)/C=C/c2ccc(S(=O)(=O)N3CCOCC3)cc2)cc1	-4	5	2	2.9	1	0.6	2	11[fluorescence artefact?]	-22
O=C(/C=C/c1ccccc1Cl)Nc1cccc(O)c1	-18	13	8	-1.0	-34	0.6	1	2	12
O=C(O)C1CCN(C(=O)c2ccccc2C(=O)N2CCC(C(=O)O)CC2)CC1	5	-1	-2	0.1	-7	1.6	-4	2[fluorescence artefact?]	-3
COc1cc2ccccc2cc1C(=O)NCC(c1cccs1)N(C)C (stereo not drawn)	-9	-4	-1	-1.9	5	0.3	3	6	13
COc1ccc(CNC(=O)CCNS(=O)(=O)c2cccc3nsnc23)cc1	9	-1	-1	-0.6	-11	0.8	-1	2	4
Nc1nc(NCCCN2CCOCC2)nc(Nc2ccc(F)cc2)c1[N+](=O)[O-]	1	3	1	-0.1	-7	0.4	3	10	-10
CCOC(=O)C(C)Sc1nc(-c2ccccn2)ncc1OC (stereo not drawn)	-5	2	0	-0.6	11	1.1	-2	2	-6
O=C(N/N=C/c1ccc[nH]1)c1ccncc1	1	5	0	1.2	8	0.8	-2	6	6
c1ccc(OCc2nn3c(-c4ccccn4)nnc3s2)cc1	5	1	-3	-1.1	-18	0.8	0	1	2
CC(=O)Nc1ccc(S(=O)(=O)Nc2cccc(-c3ccc4nncn4n3)c2)cc1	-8	8	1	1.5	-18	0.7	1	-1	-6
O=C(COC(=O)c1ccc(Br)o1)Nc1nc2c(F)c(F)c(F)cc2s1	9	-3	0	-1.4	-6	0.6	-3	1	-3
N#Cc1cc(C(=O)c2cc(F)ccc2O)cn(-c2nccs2)c1=O	-5	4	0	1.9	5	-0.7	-2	6	-16
O=C(O)C1C2C=CC3(O2)C1C(=O)N1c2ccccc2C2OCCC2C13 (stereo not drawn)	-2	3	-2	0.8	-3	-1.0	-3	6	-16
Cc1cc(C)c(NC(=S)N(C)C)c(C)c1	5	3	-4	-0.3	-5	-0.3	0	3	-12
C/C(=C\C(=O)c1ccccc1)Nc1ccc2c(c1)OCO2	-5	8	-1	0.9	-10	0.9	1	-1	-13
NNc1nc2c(Cl)ccc(Cl)c2s1	3	6	1	0.4	-4	0.4	3	-1	-25
COc1ccc2c(CC(=O)OCC(=O)NC(=O)c3cccn3C)coc2c1	-42	12	2	-3.0	18	0.5	1	6	-1
COc1ccc(S(=O)(=O)Cc2ccc(C(=O)N3CCN(Cc4ccccc4)CC3)o2)cc1	4	7	-1	-1.6	-21	-0.2	-1	-1	2
CCOc1ccc(-n2c(SCC(=O)Nc3ccccc3CC)nc3n[nH]c(C)c3c2=N)cc1	-17	7	2	-1.4	-10	-1.0	1	-3	-9
CC1(C)CC(=O)C2=C(C1)Nc1ccccc1NC2c1nc2ccccc2[nH]1 (stereo not drawn)	-12	9	3	1.2	-4	1.3	2	-1	-14
O=C(Nc1ccc(OC(F)F)cc1)c1ccccn1	0	1	0	0.9	18	1.4	4	-2	-9
CCCc1cc(=O)[nH]c(SCC(=O)NC(=O)c2ccccc2)n1	10	6	-2	1.8	-11	1.3	5	0	-10
Cc1noc(C)c1CN(C(=S)NC1CC1)c1ccccc1	2	2	-3	0.7	-8	-0.1	0	-8	0
CCCOc1ccc(C(=O)NC(C)C(=O)O)cc1 (stereo not drawn)	2	2	-3	-1.0	-57	2.8	-1	6	7
Cc1cccc(C)c1Nc1nnc(SC(C)C(=O)Nc2c(C)n(C)n(-c3ccccc3)c2=O)s1 (stereo not drawn)	-13	3	-3	1.4	-6	0.4	-3	1	-8
Cc1cc(NC(=O)CSc2nc(C3CC3)nc3sc(C)c(C)c23)no1	17	3	-4	-2.6	-9	0.6	-2	-3[fluorescence artefact?]	8
Cc1ccc(C)c(-n2c(SCC(=O)Nc3nnc(C)s3)nnc2-c2ccoc2C)c1	-4	1	-7	-0.1	-20	-0.1	0	-5	-21
COc1ccc2[nH]c(=O)c(CN(Cc3ccccc3OC)Cc3nnnn3CC3CCCO3)cc2c1 (stereo not drawn)	-4	5	-1	-0.1	-19	0.8	-2	6	-4
CCOc1ccc(OCC)c(NC(=O)CSc2nc3cccnc3n2C)c1	-16	3	2	2.5	3	-1.1	-1	2[fluorescence artefact?]	4
Cc1ccc(NC(=O)c2sc(Cl)nc2-c2ccccc2)cc1C	-28	3	0	-3.1	-12	0.2	-2	-26	-1
COc1ccc(/C=N/N2CCN(C3c4ccccc4-c4ccccc43)CC2)cc1O	1	10	2	0.4	-6	0.0	-2	-4	1
CCCN1C(=O)C(O)(c2c(C)[nH]c3ccccc23)c2ccccc21 (stereo not drawn)	7	-3	-4	0.6	4	-0.3	-1	-3	-18
CCOc1cc(C2CC(=O)c3c(ccc4ccccc34)N2)ccc1O (stereo not drawn)	3	4	0	1.9	-12	-0.1	-3	14[fluorescence artefact?]	6
O=C(CSc1ccc2nnc(CCNC(=O)c3ccccc3)n2n1)Nc1ccccc1	-2	8	5	1.5	-7	0.5	-1	1	-14
Cc1sc(N/N=C/c2cccs2)nc1-c1ccccc1	0	6	0	3.1	2	0.2	0	28[fluorescence artefact?]	5
CNc1nc(C)cc(C)c1S(=O)(=O)c1ccc(C)cc1	-5	12	2	0.3	-5	-0.3	-2	8	-13

An excerpt taken from the entries so far, as a working copy:
mol	NPY2 pot ag	BaF3 tox	Ba/F3 V617F tox	S1P4 agonist	MDM2 E3 inh	PERK inh	Wee1 degr inh	eIF4E-4G inh	S1P4 antagonist
Cc1sc(N/N=C/c2cccs2)nc1-c1ccccc1	0	6	0	3.1	2	0.2	0	28[fluorescence artefact?]	5
CNc1nc(C)cc(C)c1S(=O)(=O)c1ccc(C)cc1	-5	12	2	0.3	-5	-0.3	-2	8	-13

Other entries follow:
mol	NPY2 pot ag	BaF3 tox	Ba/F3 V617F tox	S1P4 agonist	MDM2 E3 inh	PERK inh	Wee1 degr inh	eIF4E-4G inh	S1P4 antagonist
c1ccc(-c2ccc(-c3[nH]ncc3CN3CCC(N4CCSCC4)CC3)cc2)cc1	-7	3	-3	-0.7	-1	-0.9	4	-1	-7
COc1ccc(O)c(/C=N/NC(=O)CSc2nnc(C)n2-c2ccccc2)c1	6	12	2	-0.1	-13	1.0	0	7	8
CCCN1CCN(C(=O)Cn2c(=O)oc3cc(S(=O)(=O)NCc4ccccc4)ccc32)CC1	10	4	-4	-0.8	-17	1.3	4	1	10
O=C(NC1C(=O)NNC1c1ccccc1)c1ccc(F)cc1 (stereo not drawn)	5	3	-2	1.7	-18	0.9	0	-3	-8
O=C(CSc1nnc(SCc2ccc(Cl)cc2)s1)c1ccc2c(c1)OCO2	-4	4	-4	1.9	6	1.2	-1	5	-7
CS(=O)(=O)N(CC(=O)N1CCCC1)c1cc(C(F)(F)F)ccc1Cl	-16	9	1	-0.4	-17	0.1	-2	1	14
O=C(NC(=S)Nc1ccc2c(c1)OCO2)c1ccccc1	9	5	-1	0.7	-6	1.7	6	6[fluorescence artefact?]	-6
O=C(/C=C/c1ccc(Cl)cc1)Nn1c(-c2cccs2)nc2ccccc2c1=O	6	7	4	-2.0	/	0.4	2	2	1
CCN1CCN(CC(=O)N2N=C(c3cccs3)CC2c2ccc(C)cc2)C(=O)C1=O (stereo not drawn)	1	4	2	-0.2	-1	0.3	2	-3	4
O=C(Nc1ccc(Br)cc1Cl)c1cnccn1	-8	10	-1	-0.3	-15	0.7	4	0	-14
COCCn1c(C)cc(C(=O)COC(=O)c2ccc([N+](=O)[O-])o2)c1C	-8	8	2	1.3	-7	0.9	-1	4	10
